Compound activity: PubChem, The Scripps Research Institute Molecular Screening Center
PAD4 FP inh: human PAD4 inhibitors, primary screen, biochemical, fluorescence polarization, 1536-well format | Protein-arginine deiminase type-4 (Homo sapiens), Q9UM07 | recombinant PAD4, RCA probe fluorescence polarization | inhibition, % at 6.36 µM | 330,000 tested, 0.41% active | AID 485272, 2010;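 active means percent inhibition above a cutoff equal to the mean of all tested compounds plus 3 SD, cut at about 15% in these data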;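 further: 0% = PAD4 with RCA probe and DMSO and 100% = probe without PAD4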
PAFAH1B3 inh: PAFAH1B3 enzyme inhibitors, primary screen, biochemical, fluorescence polarization, human. recombinant PAFAH1B3, FP-rhodamine probe. Platelet-activating factor acetylhydrolase IB subunit alpha1 (Homo sapiens), Q15102. 340,000 tested, 0.28% active. AID 492972, 2010. inhibition, % at 3.39 µM;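 active means inhibition above the screen-wide average of all tested compounds plus 3 SD, cut at about 25% in these data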;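 further: 0% = enzyme with DMSO only and 100% = wells lacking PAFAH1B3 protein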
Target sequence (Q15102 whole entry, looked up): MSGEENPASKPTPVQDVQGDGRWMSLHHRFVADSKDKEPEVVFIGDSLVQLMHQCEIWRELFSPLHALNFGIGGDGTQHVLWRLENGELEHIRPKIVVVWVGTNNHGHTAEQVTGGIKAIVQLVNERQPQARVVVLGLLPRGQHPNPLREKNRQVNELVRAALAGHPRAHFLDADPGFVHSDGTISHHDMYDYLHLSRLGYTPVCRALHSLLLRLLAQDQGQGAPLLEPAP
GSTO1 counter: inhibitors of recombinant GSTO1, primary screen, counter-screen for RBBP9 inhibitor project, biochemical, fluorescence polarization; 300,000 tested, 1.1% active; activity-based probe fluorescence polarization; inhibition, % at 5.96 µM; AID 1974, 2009; Glutathione S-transferase omega-1 (Homo sapiens), P78417;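 active means inhibition above the campaign mean inhibition plus 3 SD, cut at about 35% in these data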;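 further: 0% = GSTO1-1 with DMSO and 100% = wells lacking GSTO1-1 enzyme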
Target sequence (P78417 whole entry, looked up): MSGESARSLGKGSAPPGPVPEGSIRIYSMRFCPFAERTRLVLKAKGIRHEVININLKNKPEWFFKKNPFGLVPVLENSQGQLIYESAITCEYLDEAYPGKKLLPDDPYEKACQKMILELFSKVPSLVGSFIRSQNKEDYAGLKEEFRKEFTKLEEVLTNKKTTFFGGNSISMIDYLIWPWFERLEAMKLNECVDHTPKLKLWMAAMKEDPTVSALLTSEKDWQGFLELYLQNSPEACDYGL
PME-1 primary: PME-1 inhibitors via competitive probe labeling, primary screen, biochemical, fluorescence polarization, FP-Rh probe, HTS; Protein phosphatase methylesterase 1 (Homo sapiens), Q9Y570; recombinant PME-1; inhibition, % at 5.9 µM; 320,000 tested, 0.53% active; AID 2130, 2009;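 active means inhibition above the campaign mean of all compounds plus 3 SD, cut at about 26% in these data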;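 further: competitive labeling of PME-1 active site by serine hydrolase directed probe; 0% = PME-1 with DMSO and 100% = wells lacking PME-1 enzyme; inhibitors block probe labeling so polarization falls and inhibition rises; many of its hits are not listed in these tables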
pPAFAH FP inh: pPAFAH enzyme inhibitors, primary screen, biochemical, fluorescence polarization, human. Platelet-activating factor acetylhydrolase (Homo sapiens), Q13093. recombinant pPAFAH, FP-rhodamine probe fluorescence polarization. inhibition, % at 3.39 µM. 330,000 tested, 1.5% active;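 active means inhibition above the mean inhibition across the screen plus 3 SD, cut at about 25% in these data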;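 further: inhibitors block binding of the rhodamine activity-based probe so polarization drops; 0% = enzyme with DMSO and 100% = wells lacking pPAFAH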
PAFAH2 FP inh: PAFAH2 enzyme inhibitors, primary screen, biochemical, fluorescence polarization, human | Platelet-activating factor acetylhydrolase 2, cytoplasmic (Homo sapiens), Q99487 | recombinant PAFAH2, FP-rhodamine activity probe | inhibition, % at 3.39 µM | 340,000 tested, 0.99% active;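 active means inhibition above the mean over all tested compounds plus 3 SD, cut at about 30% in these data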;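 further: inhibitors block probe labeling of enzyme so polarization drops; 0% = enzyme with DMSO and 100% = wells lacking PAFAH2 protein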
LYPLA1 inh: LYPLA1 inhibitors, primary screen, counter-screen for PME1 inhibitor project, biochemical, fluorescence polarization, FP-Rh probe ABPP; AID 2174, 2009; recombinant LYPLA1; inhibition, % at 5.9 µM; 320,000 tested, 0.16% active;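 active means inhibition above the mean of all tested compounds plus 3 SD, set per campaign, cut at about 14% in these data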;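 further: inhibitors block serine hydrolase probe labeling of LYPLA1 so polarization falls; 0% = enzyme with DMSO and 100% = wells lacking LYPLA1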
Target sequence (O75608 whole entry, looked up): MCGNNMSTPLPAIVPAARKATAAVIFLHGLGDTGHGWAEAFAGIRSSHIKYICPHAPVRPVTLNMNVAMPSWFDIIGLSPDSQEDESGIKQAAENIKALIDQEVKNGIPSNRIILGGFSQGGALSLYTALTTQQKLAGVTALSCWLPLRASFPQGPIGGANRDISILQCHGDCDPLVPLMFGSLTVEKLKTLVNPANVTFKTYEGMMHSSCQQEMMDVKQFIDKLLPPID
PAFAH1B2 FP inh: PAFAH1B2 enzyme inhibitors, primary screen, biochemical, fluorescence polarization, human; 340,000 tested, 1.2% active; inhibition, % at 3.39 µM; AID 492953, 2010; recombinant PAFAH1B2, FP-rhodamine activity probe;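 active means inhibition above the mean of all tested compounds plus 3 SD, cut at about 24% in these data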;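 further: 0% = enzyme with DMSO and 100% = wells lacking PAFAH1B2; many of its hits are not listed in these tables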
Target sequence (P68402 whole entry, looked up): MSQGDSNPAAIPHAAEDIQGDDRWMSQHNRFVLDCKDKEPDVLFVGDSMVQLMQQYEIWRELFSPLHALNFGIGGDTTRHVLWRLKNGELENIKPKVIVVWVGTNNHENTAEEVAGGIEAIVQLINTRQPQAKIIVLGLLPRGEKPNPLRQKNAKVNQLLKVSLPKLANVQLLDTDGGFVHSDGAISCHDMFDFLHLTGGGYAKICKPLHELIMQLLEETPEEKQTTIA
Fam108B inh: mouse Fam108B serine hydrolase inhibitors, primary screen, counter-screen for RBBP9 inhibitor project, biochemical, fluorescence polarization | recombinant Fam108B, FP-Rh probe fluorescence polarization | inhibition, % at 9.51 µM | 300,000 tested, 0.33% active;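 active means inhibition above the screen mean inhibition plus 3 SD, computed separately per campaign, cut at about 18% in these data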;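 further: inhibitors lower polarization as less probe binds the enzyme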
The depositor's hits bear a star.

`COC(=O)c1c(NC(=O)c2ccn(C)n2)sc2c1CCC2` gave PAD4 FP inh -1, PAFAH1B3 inh 3, GSTO1 counter 1, PME-1 primary 1, pPAFAH FP inh 4, PAFAH2 FP inh 0, LYPLA1 inh 1, PAFAH1B2 FP inh 3 and Fam108B inh 0.
Screening Cc1nc2ccccc2c(C)c1CC(=O)OC(C)C(=O)NC1(C#N)CCCCC1 (centres undefined) returned PAD4 FP inh 0, PAFAH1B3 inh 8, GSTO1 counter 6, PME-1 primary 4, pPAFAH FP inh 6, PAFAH2 FP inh -2, LYPLA1 inh 1, PAFAH1B2 FP inh -2 and Fam108B inh 5.
`COC(=O)[C@@H](Cc1c[nH]c2ccccc12)NC(=O)c1ccc2c(c1)OCO2` gave PAD4 FP inh 0, PAFAH1B3 inh -4, GSTO1 counter -1, PME-1 primary -3, pPAFAH FP inh 8, PAFAH2 FP inh -2, LYPLA1 inh -3, PAFAH1B2 FP inh 5 and Fam108B inh 0.
For CNc1oc(C)nc1S(=O)(=O)c1ccccc1 the results were PAD4 FP inh 5, PAFAH1B3 inh 2, GSTO1 counter 1, PME-1 primary 6, pPAFAH FP inh -2, PAFAH2 FP inh -3, LYPLA1 inh 2, PAFAH1B2 FP inh 4 and Fam108B inh -3.
C=C(C)COc1ccc(-c2nc(N)ncc2-c2ccc(Br)cc2)c(O)c1 was read as PAD4 FP inh -4, PAFAH1B3 inh 0, GSTO1 counter 0, PME-1 primary -12, pPAFAH FP inh 3, PAFAH2 FP inh 6, LYPLA1 inh -5, PAFAH1B2 FP inh 1 and Fam108B inh -9.
CCn1c(CSCc2c(Cl)cccc2Cl)n[nH]c1=S was read as PAD4 FP inh 2, PAFAH1B3 inh 10, GSTO1 counter -1, PME-1 primary 1, pPAFAH FP inh 4, PAFAH2 FP inh 4, LYPLA1 inh 1, PAFAH1B2 FP inh 8 and Fam108B inh 1.
For COc1ccc(-n2nc3c(c2NC(=O)Cc2cccc(C)c2)CS(=O)C3)cc1 (centres undefined) the results were PAD4 FP inh 6, PAFAH1B3 inh 7, GSTO1 counter 4, PME-1 primary -3, pPAFAH FP inh 4, PAFAH2 FP inh 13, LYPLA1 inh -1, PAFAH1B2 FP inh 14 and Fam108B inh 3.
`O=C(Cn1ncc2c3ccccc3n(Cc3cccc(Cl)c3)c2c1=O)NCc1ccccn1` gave PAD4 FP inh -2, PAFAH1B3 inh 9, GSTO1 counter 7, PME-1 primary -12, pPAFAH FP inh 24, PAFAH2 FP inh 7, LYPLA1 inh -7, PAFAH1B2 FP inh 4 and Fam108B inh -4.
CC(=O)NC(Cc1c[nH]c2ccccc12)C(=O)OCC(=O)Nc1cc(C)on1 (centres undefined) was read as PAD4 FP inh -1, PAFAH1B3 inh 0, GSTO1 counter 2, PME-1 primary 1, pPAFAH FP inh 5, PAFAH2 FP inh 2, LYPLA1 inh 1, PAFAH1B2 FP inh 5 and Fam108B inh 0.
Screening Clc1ccccc1/C=C/c1nc(-c2cccnc2)no1 returned PAD4 FP inh -3, PAFAH1B3 inh -2, GSTO1 counter -10, PME-1 primary -10, pPAFAH FP inh -1, PAFAH2 FP inh 0, LYPLA1 inh -11, PAFAH1B2 FP inh -2 and Fam108B inh -3.
Nc1ccc(Nc2nc(-c3ccncc3)cs2)cc1 was read as PAD4 FP inh -1, PAFAH1B3 inh 3, GSTO1 counter 13, PME-1 primary 7, pPAFAH FP inh 8, PAFAH2 FP inh -1, LYPLA1 inh 0, PAFAH1B2 FP inh 10 and Fam108B inh 2.
COc1cccc(N2CCN(C(=O)Nc3ccccc3Cl)CC2)c1 was read as PAD4 FP inh 0, PAFAH1B3 inh -6, GSTO1 counter -7, PME-1 primary 5, pPAFAH FP inh 2, PAFAH2 FP inh -7, LYPLA1 inh 0, PAFAH1B2 FP inh -4 and Fam108B inh 3.
Screening COc1cc(-c2cn[nH]c2N)cc(OC)c1OC returned PAD4 FP inh -3, PAFAH1B3 inh -6, GSTO1 counter -2, PME-1 primary -1, pPAFAH FP inh 6, PAFAH2 FP inh -16, LYPLA1 inh 1, PAFAH1B2 FP inh 4 and Fam108B inh -1.
`COc1ccc(NS(=O)(=O)c2ccc3oc(=S)[nH]c3c2)cc1` gave PAD4 FP inh -3, PAFAH1B3 inh 0, GSTO1 counter 7, PME-1 primary -1, pPAFAH FP inh 22, PAFAH2 FP inh 0, LYPLA1 inh -1, PAFAH1B2 FP inh 6 and Fam108B inh 0.
For COC1CCCN(C(=O)c2ccc(OC3CCN(CCc4ccccc4)CC3)cc2)C1 (centres undefined) the results were PAD4 FP inh 4, PAFAH1B3 inh 3, GSTO1 counter 6, PME-1 primary -8, pPAFAH FP inh -1, PAFAH2 FP inh -11, LYPLA1 inh -4, PAFAH1B2 FP inh 3 and Fam108B inh -1.
`CCCCOc1cc(C)nc(NCc2ccccc2)n1` gave PAD4 FP inh -6, PAFAH1B3 inh 11, GSTO1 counter -3, PME-1 primary 3, pPAFAH FP inh 10, PAFAH2 FP inh 5, LYPLA1 inh 4, PAFAH1B2 FP inh 11 and Fam108B inh 7.
CC(=O)Nc1ccc(S(=O)(=O)NC2CCS(=O)(=O)C2)cc1Cl (centres undefined) was read as PAD4 FP inh -9, PAFAH1B3 inh 0, GSTO1 counter 7, PME-1 primary 0, pPAFAH FP inh -3, PAFAH2 FP inh -1, LYPLA1 inh -1, PAFAH1B2 FP inh 5 and Fam108B inh -4.
O=C(Nc1ccccc1C(F)(F)F)N1CCCC1c1cccnc1 (centres undefined) was read as PAD4 FP inh 4, PAFAH1B3 inh 6, GSTO1 counter -1, PME-1 primary 0, pPAFAH FP inh 3, PAFAH2 FP inh 0, LYPLA1 inh -1, PAFAH1B2 FP inh 1 and Fam108B inh -3.
Screening COCC1CCN(C(=O)C2CCC(=O)N(CCc3ccc(Cl)cc3)C2)CC1 (centres undefined) returned PAD4 FP inh -3, PAFAH1B3 inh 8, GSTO1 counter -6, PME-1 primary -4, pPAFAH FP inh 4, PAFAH2 FP inh -6, LYPLA1 inh 7, PAFAH1B2 FP inh 3 and Fam108B inh -1.
For CCOc1ccccc1-n1c(SCC(=O)NC2CCCC2)nnc1-c1ccoc1C the results were PAD4 FP inh -4, PAFAH1B3 inh 8, GSTO1 counter -8, PME-1 primary -1, pPAFAH FP inh 6, PAFAH2 FP inh 6, LYPLA1 inh -1, PAFAH1B2 FP inh 3 and Fam108B inh 3.

Overlap with the part before: three compounds, followed by the next part.
O=C(Nc1ccccc1C(F)(F)F)N1CCCC1c1cccnc1 (centres undefined) was read as PAD4 FP inh 4, PAFAH1B3 inh 6, GSTO1 counter -1, PME-1 primary 0, pPAFAH FP inh 3, PAFAH2 FP inh 0, LYPLA1 inh -1, PAFAH1B2 FP inh 1 and Fam108B inh -3.
Screening COCC1CCN(C(=O)C2CCC(=O)N(CCc3ccc(Cl)cc3)C2)CC1 (centres undefined) returned PAD4 FP inh -3, PAFAH1B3 inh 8, GSTO1 counter -6, PME-1 primary -4, pPAFAH FP inh 4, PAFAH2 FP inh -6, LYPLA1 inh 7, PAFAH1B2 FP inh 3 and Fam108B inh -1.
For CCOc1ccccc1-n1c(SCC(=O)NC2CCCC2)nnc1-c1ccoc1C the results were PAD4 FP inh -4, PAFAH1B3 inh 8, GSTO1 counter -8, PME-1 primary -1, pPAFAH FP inh 6, PAFAH2 FP inh 6, LYPLA1 inh -1, PAFAH1B2 FP inh 3 and Fam108B inh 3.
CCCCn1c(N)c(N(CC(C)C)C(=O)c2cc(-c3ccc(F)cc3)nc3ccccc23)c(=O)[nH]c1=O was read as PAD4 FP inh -7, PAFAH1B3 inh -10, GSTO1 counter -31, PME-1 primary -14, pPAFAH FP inh -3, PAFAH2 FP inh -25, LYPLA1 inh -6, PAFAH1B2 FP inh -7 and Fam108B inh -22.
For Cc1ccc(S(=O)(=O)N(C)C)cc1NC(=O)C1CCCN(C(=O)c2ccc(Cl)cc2)C1 (centres undefined) the results were PAD4 FP inh -4, PAFAH1B3 inh 12, GSTO1 counter 6, PME-1 primary 5, pPAFAH FP inh 3, PAFAH2 FP inh 2, LYPLA1 inh -4, PAFAH1B2 FP inh -5 and Fam108B inh 0.
For Cc1noc(/C=C/N(C)C)c1S(=O)(=O)N1CCC(C(=O)NC(C)(C)C)CC1 the results were PAD4 FP inh -5, PAFAH1B3 inh 10, GSTO1 counter -2, PME-1 primary 0, pPAFAH FP inh 7, PAFAH2 FP inh 0, LYPLA1 inh 0, PAFAH1B2 FP inh -1 and Fam108B inh 0.
For CN(C)S(=O)(=O)Nc1ccc(C(=O)O)cc1 the results were PAD4 FP inh -3, PAFAH1B3 inh 6, GSTO1 counter -3, PME-1 primary 3, pPAFAH FP inh 0, PAFAH2 FP inh 1, LYPLA1 inh 0, PAFAH1B2 FP inh 3 and Fam108B inh 2.
CC1CCN(c2nc3ccccc3nc2C(C#N)C(=O)OC2CCCCC2)CC1 (centres undefined) was read as PAD4 FP inh -5, PAFAH1B3 inh 0, GSTO1 counter 0, PME-1 primary 4, pPAFAH FP inh 1, PAFAH2 FP inh 0, LYPLA1 inh 0, PAFAH1B2 FP inh 2 and Fam108B inh 0.
`CCCC[C@@H]1C=C(C(=O)O)[C@H](c2ccc3c(c2)OCO3)N1S(=O)(=O)c1ccc(C)cc1` gave PAD4 FP inh 5, PAFAH1B3 inh 7, pPAFAH FP inh -2, PAFAH2 FP inh 6 and PAFAH1B2 FP inh 6.
CCOc1ccc(CC2CCC(=O)NC2=O)cc1 (centres undefined) was read as PAD4 FP inh 3, PAFAH1B3 inh 6, GSTO1 counter 0, PME-1 primary 2, pPAFAH FP inh 3, PAFAH2 FP inh -9, LYPLA1 inh 5, PAFAH1B2 FP inh -2 and Fam108B inh 1.
Screening O=C(Nc1cccn(Cc2c(Cl)cccc2Cl)c1=O)c1ccc(Cl)cc1 returned PAD4 FP inh 1, PAFAH1B3 inh 7, GSTO1 counter -6, PME-1 primary 6, pPAFAH FP inh -3, PAFAH2 FP inh 5, LYPLA1 inh 2, PAFAH1B2 FP inh 3 and Fam108B inh -4.
For CCCS(=O)(=O)N1CCN(C(=O)c2cccc(OC)c2)CC1 the results were PAD4 FP inh -2, PAFAH1B3 inh 13, GSTO1 counter 3, PME-1 primary -3, pPAFAH FP inh -2, PAFAH2 FP inh -1, LYPLA1 inh 1, PAFAH1B2 FP inh -2 and Fam108B inh -1.
`CCOC(=O)c1ccc(NC(=O)CSc2ccc(-c3cccnc3)nn2)cc1` gave PAD4 FP inh 1, PAFAH1B3 inh 2, GSTO1 counter 2, PME-1 primary -1, pPAFAH FP inh -1, PAFAH2 FP inh -1, LYPLA1 inh -2, PAFAH1B2 FP inh 2 and Fam108B inh 0.

A portion of the library; the hit share may differ from the screen's.
